# HSF1 activator = increases HSF-1 driven luciferase reporter signal | NIH3T3-HGL HSF-1 luciferase reporter, MG132, 8 h; 100% = twice DMSO control signal | activation, % at 9 µM | 300,000 tested, 1.7% active;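 active = mean replicate activation of at least 50% with a set share of replicates each reaching 50%; inconclusive = only one of those two conditions met; inactive = mean below 50% and too few replicates reaching it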;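 note: 0% = median of the neutral control wells and 100% = twice that signal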
# Platelet DG rel = platelet dense granule release activity; human platelet-rich plasma, SFLLRN dense granule ATP release, luminescence; inhibition, %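 (compounds screened at 7.5 µM in platelet-rich plasma)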; 300,000 tested, 0.22% active; AID 1663;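 active = mean replicate score, as percent of positive control, at or above 50; inconclusive = mean below 50 but at least one replicate at or above 50; inactive = mean and every replicate below 50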
# AI-2 QS modul = modulates the Vibrio harveyi AI-2 quorum sensing system | Vibrio harveyi JMH597 AI-2 luminescence/OD600 ratio, 9 h; active compounds read low; strain lacks LuxN and CqsS sensors; 0 = neutral-control median | activity change, % at 7.5 µM | 300,000 tested, 0.4% active | AID 2094; in the data active = activity change below about -75%, passing the limit was not always enough; inconclusive = no clear call, values can overlap the other calls;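 note: luminescence divided by OD600 gain over 9 h not by final OD600 alone; inactives centre near 13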
# HIF act = HIF pathway transcriptional activation. U2OS HRE-luciferase reporter, luminescence; normalized: DMSO 0%, desferrioxamine 100%. activation, % at 7.5 µM (by protocol). 300,000 tested, 0.32% active. AID 1910;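 active = mean activation of at least 10% of the iron chelator positive control signal, with at least half of replicates also reaching 10%; inconclusive = mean and replicate majority disagree about reaching 10%; inactive = mean and most replicates under 10%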
# aSyn 5UTR inh = MLPCN primary screen, SNCA 5' untranslated region. alpha-synuclein 5'UTR reporter, inhibitor activity. inhibition, % (tested at 7.5 µM). 300,000 tested, 0.82% active. AID 1813; in the data active = inhibition above about 60%; inconclusive = no clear call, values can overlap the other calls;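 note: H4 neuroglioblastoma cells stably carrying SNCA 5'UTR luciferase fusion; 0% = DMSO wells and 100% = positive control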
# KLF5 inh = inhibitors of KLF5 expression. DLD-1 KLF5 promoter-luciferase reporter, luminescence. 290,000 tested, 0.23% active. inhibition, % at 5 µM;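 active = inhibition above a per-plate limit of that plate's mean compound inhibition plus 3 SD, cut at about 60% in these data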;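 note: 0% = DMSO wells and 100% = LY294002 at 200 µM; higher means less KLF5 promoter-driven luciferase light; inactives centre near -14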
# HSP90 inh = HSP90 refolding inhibition in rabbit reticulocyte lysate; luciferase refolding luminescence, 3 h; inhibition, % at 5.6 µM; AID 1789; 290,000 tested, 0.91% active;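 active = inhibition above the screen-wide mean plus 3 SD, computed separately per campaign, cut at about 16% in these data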;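 note: 0% = DMSO wells and 100% = 60 µM geldanamycin wells; inhibitors lower the luminescence because luciferase stays unfolded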
# IEC-6 tox = IEC-6 cytotoxicity, counter-screen for KLF5 inhibitors. inhibition, % at 5 µM. 290,000 tested, 0.78% active. luminescence viability; in the data active = inhibition above about 22%;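 note: 0% = plate median of test compound wells and 100% = cytotoxic reference compound wells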
# HSF1 inh = HSF1 inhibition. 300,000 tested, 0.77% active. activity change, negative = inhibition, % at 7.5 µM (by protocol). NIH3T3-HGL HSE-luciferase, MG132-induced, luminescence 8 h; active compounds read low. AID 2098;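 active = more than half of replicate wells show activity change below -50%, luminescence cut by over half; inconclusive = some wells, but at most half, below -50%; inactive = no replicate well below -50%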;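 note: luciferase reports HSF-1 transcriptional activity via heat shock element; 0% = median of DMSO wells and -100% = zero luminescence signal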
# HDAC3 inh = blocks human histone deacetylase 3; recombinant HDAC3, fluorogenic peptide/trypsin coupled, fluorescence; inhibition, % at 8.3 µM; AID 2718; 320,000 tested, 0.15% active; in the data active = inhibition above about 26%, passing the limit was not always enough; inconclusive = no clear call, values can overlap the other calls
# Target sequence (O15379 whole entry, looked up): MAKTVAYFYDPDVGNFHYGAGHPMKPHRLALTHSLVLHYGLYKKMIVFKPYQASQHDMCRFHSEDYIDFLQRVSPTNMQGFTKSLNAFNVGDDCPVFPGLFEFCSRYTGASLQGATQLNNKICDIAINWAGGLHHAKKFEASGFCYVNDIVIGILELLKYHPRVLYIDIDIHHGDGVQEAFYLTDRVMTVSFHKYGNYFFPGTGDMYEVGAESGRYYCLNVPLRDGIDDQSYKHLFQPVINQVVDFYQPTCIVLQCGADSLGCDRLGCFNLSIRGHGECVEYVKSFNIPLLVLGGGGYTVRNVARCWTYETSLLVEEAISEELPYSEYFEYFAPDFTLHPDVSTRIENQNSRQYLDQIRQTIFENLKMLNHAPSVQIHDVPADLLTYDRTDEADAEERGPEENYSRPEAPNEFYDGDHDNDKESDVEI
# Numbers without * were called inactive; ? = inconclusive; · = no result given.
# Results follow in this order: HSF1 activator	Platelet DG rel	AI-2 QS modul	HIF act	aSyn 5UTR inh	KLF5 inh	HSP90 inh	IEC-6 tox	HSF1 inh	HDAC3 inh
> CCC(C)(C)c1nnc(NC(=O)CCC2CCCCC2)s1
→ -3	-9	16	-0.9	20	·	·	·	-1	-6
> CCOC(=O)N1CCC2(CC1)C(C#N)=C(N)OC1=C2C(=O)CC(C)C1 (stereo not drawn)
→ -4	0	8	-0.4	-24	-55	-9	-4	-7	-4
> O=C(NNC(=O)c1cc2ccccc2cc1O)c1cccs1
→ 6	8	15	5.0	-193	-222	-1	-9	1	-1
> Cc1nn(Cc2c(F)c(F)c(F)c(F)c2F)c(C)c1NC(=O)c1cccc(COc2ccc(Cl)cc2)c1
→ ·	1	20	·	·	-141	2	-1	·	-4
> CCC(Oc1ccccc1)C(=O)Nc1ccc(S(=O)(=O)Nc2ncccn2)cc1 (stereo not drawn)
→ 12	5	·	2.0	1	-9	7	-3	-2	5
> O=C(C(Sc1ccccc1)c1ccccc1)N1CCN(c2ccccc2F)CC1 (stereo not drawn)
→ -16	·	17	-0.4	-1	-4	3	6	1	14
> O=C(c1ccc(F)cc1)N1CCOCC1
→ 2	-3	7	0.3	7	4	6	4	-1	-1
> CC(=O)c1ccc(-n2nncc2-c2ccc([N+](=O)[O-])cc2)cc1
→ -23	-14	11	-0.2	14	-28	-1	-1	-2	·
> O=C(CSc1nc(=O)n(CCCN2CCOCC2)c2c1CCCC2)Nc1ccc(F)c(F)c1
→ 34	-2	4	0.2	-22	·	·	·	5	-2
> COc1cccc(/C=C2\CCC(C3CCCC3)C2=O)c1OC (stereo not drawn)
→ 26	1	13	6.6	-163	-147	-1	-7	13	-1
> O=C(NCCO)c1cccc2c1-c1ccccc1C2=O
→ 20	9	19	0.1	8	-5	-2	-2	9	5
> CC(C)Sc1nc(N2CCOCC2)c2c(c1C#N)CC(C)(C)N(C)C2
→ -3	3	17	-0.2	16	-4	0	-1	-1	0
> COC(=O)C(C(=O)OC)C(C[N+](=O)[O-])c1ccc(OC)cc1 (stereo not drawn)
→ 8	2	35	0.1	17	7	0	-7	-6	-1
> CCCCCOCC1CC(C/C(C)=N/NC(N)=O)(C(=O)OCC)C(=O)O1 (stereo not drawn)
→ 14	-20	19	-0.7	-14	-25	0	-4	-11	-9
> COc1ccc(OC)c(NC(=O)CC2SC(=N)N(c3ccccc3)C2=O)c1 (stereo not drawn)
→ 6	0	3	-0.7	-1	-14	-2	-1	-1	-6
> O=C(Nc1ccccc1)OC1CCC2CC1CCC2OC(=O)Nc1ccccc1 (stereo not drawn)
→ 22	23	28	2.0	27	-2	0	-3	-5	5
> CSc1ncccc1C(=O)OCC(=O)N(C)c1c(N)n(Cc2ccccc2)c(=O)[nH]c1=O
→ -24	0	34	0.4	15	·	·	·	0	-2
> O=C(Nc1nnc(CC(=O)N2CCOCC2)s1)c1cccs1
→ 11	3	3	0.4	4	-1	2	0	-4	1
> O=C(CCN1C(=O)/C(=C/C=C/c2ccccc2)SC1=S)Nc1nccs1
→ 26	3	22	1.0	-14	-6	-3	-8	10	1
> CCc1nnc(NS(=O)(=O)c2ccc(NC(=S)NC(=O)c3ccc(OC)c(OC)c3)cc2)s1
→ 2	0	28	-0.4	10	-3	-1	-3	0	5
> COc1ccc(CC(=O)OCC(=O)NCc2ccco2)cc1
→ -2	-10	·	0.3	-9	·	·	·	-1	-7
> CCCc1c(C)[nH]c2ccc(C(=O)O)cc2c1=S
→ -6	-4	31	-0.5	5	-21	6	-13	-7	·
> O=C(Nc1c[nH]c(=O)[nH]c1=O)c1ccc([N+](=O)[O-])cc1
→ -6	-2	29	-0.1	21	-7	-1	-5	-8	8
> Cc1ccc(S(=O)(=O)N2CCC(NC(=O)c3ccccc3)CC2)cc1
→ -15	-1	31	0.4	23	-18	-2	4	0	·
> CC(C)c1ccc(/C=C2\Oc3c(ccc(O)c3CN3CCN(C)CC3)C2=O)cc1
→ 26	9	13	0.0	1	-10	3	-4	-2	-5
> Cc1cc(C)cc(OCC(=O)NNC(=O)CCC(=O)NCc2ccccc2)c1
→ -2	4	14	-0.4	5	15	-1	-4	1	4
> CC1CCN(C(=O)CCS(=O)(=O)c2cc3c(cc2Cl)NC(=O)CO3)CC1
→ 2	0	25	-0.1	-2	-45	-4	-4	-2	·
> Cc1ccc(Cl)cc1NC(=O)Nc1cccs1
→ 9	-4	28	-0.4	-6	1	-4	-3	5	2
> CCOC(=O)C1=C(C)N=c2sc(=C(C)C)c(=O)n2C1c1ccc(N(C)C)cc1 (stereo not drawn)
→ 11	-3	4	·	6	-19	-2	-4	10	1
> CCCn1c2c(c(O)c(C(=O)Nc3ncccc3C)c1=O)CCCC2
→ 1	-4	38	-0.4	-28	-7	3	1	-4	4
> COc1ccc(C(F)(F)F)cc1N/C=C\c1nnnn1-c1ccc(C)cc1
→ 20	3	2	-0.6	22	-48	-4	-4	12	1
> CCN1CCN(c2ncnc3sc4c(c23)CCC(C)C4)CC1 (stereo not drawn)
→ -6	-12	26	-2.9	4	-22	-4	0	-11	7
> CCC(C)NC(=O)c1c(N)n(/N=C/c2ccccn2)c2nc3ccccc3nc12 (stereo not drawn)
→ -13	5	14	-0.4	30	-28	-1	-2	-11	9
> COCCN1CCN(C(=O)c2ccc3oc(CCc4ccccc4)nc3c2)CC1
→ 14	-2	12	0.9	-40	-52	-4	-3	8	-3
> CCO/C=N/Nc1nc(C(F)(F)F)nc2c1cnn2Cc1ccccc1
→ 14	11	7	1.3	11	-20	-1	-11	3	0
> CN(C)c1ncc(S(=O)(=O)c2ccccc2)c(-c2ccc(Cl)cc2Cl)n1
→ 7	-1	27	0.0	1	-6	4	2	2	-2
> CN(Cc1nc(-c2cnccn2)no1)Cc1n[nH]c2c1CCCCC2
→ -1	-1	25	0.1	13	-12	-3	-1	-1	-3
> COCCCNC(=O)C(=O)NCC1CCCN1S(=O)(=O)c1cccs1 (stereo not drawn)
→ -14	4	9	-0.3	17	·	·	·	-11	2
> COc1ccc(C(C(=O)NC2CCCCC2)N(Cc2cccnc2)C(=O)c2snc(C(N)=O)c2N)cc1 (stereo not drawn)
→ -5	-1	11	0.5	2	-5	3	3	-7	-8
> O=C1C=C(c2ccccc2)CCC1
→ -17	-8	29	-0.5	9	2	-3	4	-11	2
> O=C(N/N=C/C=C/c1ccc([N+](=O)[O-])cc1)C1COc2ccccc2O1 (stereo not drawn)
→ -3	9	26	-0.6	-20	5	1	-1	4	15
> CCCCOCCCNC(=O)Cc1ccccc1OC
→ 10	4	21	0.5	-18	-8	-2	-8	-7	6
> Cc1cc(S(=O)(=O)N2CCCC(N(C)CCc3ccccn3)C2)c(C)s1 (stereo not drawn)
→ -18	-15	26	-0.6	10	-12	-1	-3	-4	-1
> C#CCOCCOCCOCCNc1nc(N2CCN(C(=O)Cn3cc(CCCN=C(N)N)nn3)CC2)nc(N2CCN(C(=O)[C@H](C)n3cc(CCCN=C(N)N)nn3)CC2)n1
→ ·	·	·	·	·	-20	0	0	·	?
> CCOc1ccccc1N1CCN(C(=O)C(F)(F)F)CC1
→ 42	-1	23	-0.4	5	-32	4	-1	10	0
> COC(=O)CSc1nnc(CNC(=O)c2ccccc2OC)n1-c1ccc(OC)cc1
→ ·	·	·	·	·	3	2	1	·	4
> COc1ccc2oc(C(=O)c3ccccc3)c(N)c2c1
→ 31	1	6	4.8	-174	-152	-7	4	22	4
> Cc1ccc(CNC(=O)C23CN(Cc4ccccc4)CC2C(c2cccc([N+](=O)[O-])c2)=NO3)cc1 (stereo not drawn)
→ 19	-8	6	1.5	9	-28	1	0	5	-2
> CC(C)C(NC(=O)C1CCCCC1)C(=O)NCc1ccccn1 (stereo not drawn)
→ 1	6	1	0.3	1	0	-3	-3	5	4
> CCCCOP(=O)(c1ccc(N(C)C)cc1)C(O)c1cccnc1 (stereo not drawn)
→ 31	8	4	-0.1	-2	-11	0	-4	4	11
> C#Cc1ccc([C@@H]2C=C(C(=O)OCC=C)O[C@H](OCc3ccc(CO)cc3)C2)cc1
→ -56	-3	12	-1.6	22	-7	7	-1	-43	-1
> COc1ccc(F)c(CN2CCCC(CNS(=O)(=O)c3cccc4cccnc34)C2)c1 (stereo not drawn)
→ 2	1	26	-1.1	3	-13	-6	-2	-1	-2
> COc1ccc(OC)c(C(O)c2coc3ccc(O)c(CN(C)C)c23)c1 (stereo not drawn)
→ 7	-6	-8	-0.1	-10	-32	4	0	0	-6
> CNS(=O)(=O)c1ccc(NC(=O)Nc2cccc(F)c2)cc1
→ 4	-4	-45	2.1	-89	-54	-7	2	11	1
> C/C(=N\Nc1nc(C)cc(=O)[nH]1)C1CC1
→ 23	-1	18	0.0	-1	-11	2	-1	0	3
> NC(=O)CC(NC(=O)Cc1ccc(Cl)cc1)c1ccc(NCCOc2ccccc2)c([N+](=O)[O-])c1 (stereo not drawn)
→ 8	0	24	-1.5	18	10	7	4	-5	2
> CCC(NC(=O)CNC(=O)CNC(=O)c1ccc(Cl)cc1Cl)c1ccc(C)cc1 (stereo not drawn)
→ 2	-4	25	0.3	-9	0	3	-8	0	-2
> Cc1ccc(S(=O)(=O)NCC(=O)N(CC(=O)NCc2ccco2)Cc2cccs2)cc1
→ 5	2	1	-0.3	4	-16	-1	-6	6	-1
> CC(C)C(=O)N1C2CCC1CC(O)(c1ccc(F)cc1)C2 (stereo not drawn)
→ 9	3	12	-0.6	11	-15	-4	-3	-1	0
> CN(C)CCCN(C(=O)c1ccc(C(=O)c2ccccc2)cc1)c1nc2ccc(F)cc2s1
→ 1	-13	28	1.0	2	-5	2	8	-3	2

# Additional entries follow.
# Results follow in this order: HSF1 activator	Platelet DG rel	AI-2 QS modul	HIF act	aSyn 5UTR inh	KLF5 inh	HSP90 inh	IEC-6 tox	HSF1 inh	HDAC3 inh
> S=C(Nc1ccc(Cl)cc1)N1CCN(Cc2ccccc2)CC1
→ -2	-1	-6	-0.1	-10	-6	-2	3	0	2
> COc1ccccc1CN1CCN(C(c2ccccc2)c2ccccc2)CC1
→ -2	-11	17	-0.5	9	-21	3	-5	-4	-60
> N#CC1=C(N)NC(SCc2ccc(Br)cc2)=C(C#N)C12CCCCC2
→ 20	0	9	-0.4	3	-26	4	0	12	?
> N#CC1=C(N)Oc2n[nH]c(CSc3ccccc3)c2C12C(=O)Nc1ccccc12 (stereo not drawn)
→ -65	9	33	0.1	15	-12	-1	3	-58*	-10
> Cc1cc(C)c(C#N)c(SCc2ccccc2)n1
→ 13	0	35	-0.4	32	10	-2	2	8	1
> Cc1nc(/N=C(\N)NC(=O)N2c3ccccc3Sc3ccccc32)nc2ccccc12
→ -9	-43	10	0.0	3	-15	4	4	-8	5
> O=C(CN(Cc1ccccc1Cl)C(=O)c1csnn1)NCc1ccc2c(c1)OCO2
→ -2	-2	5	0.2	10	-42	-1	-1	-11	-2
> COc1ccc(C2(O)C(=O)Nc3ccc(C)cc32)cc1OC (stereo not drawn)
→ -2	9	18	0.8	8	-3	-1	-7	-8	2
> Cc1c(C(=O)N2CCN(Cc3ccccc3)CC2)oc2c1C(=O)CC(C)(C)C2
→ 1	1	-9	0.2	-15	-30	0	-4	0	2
> O=C(Nc1ccon1)c1sc2cc(Cl)ccc2c1Cl
→ 27	-4	17	2.3	-84	-77	-3	-3	14	0
